Source: PubChem (several laboratories)
TRPN1 ag – zebrafish TRPN1 channel agonists, primary screen, cell-based, HEK293, calcium fluorescence. transient receptor potential cation channel N1 (TRPN1/NompC), Danio rerio. HEK293 zebrafish TRPN1-YFP, Fluo-8 calcium fluorescence; 100% = response to 87 µM carbachol. activation, % at 3 µM. actives 0.18% (n = 220,000). AID 1424, 2008;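 active means activation above its plate's cutoff, the mean activation of test wells on that plate plus 3 SD, cut at about 19% in these data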;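 further: 0% = DMSO alone and 100% = 87 µM carbachol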
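Material: zebrafish TRPN1-YFP in HEK293 cells. Doses: one dose of 3 µM, 0.3% DMSO. Incubation: dye 1 h 37 °C plus 30 min RT. Measured by: intracellular calcium fluorescence with Fluo-8.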
TNF necrop inh – inhibitors of TNF-alpha triggered necroptosis, primary screen, cell-based, Jurkat FADD-/-, single concentration; Jurkat FADD-/- TNF necroptosis rescue, ATP luminescence, 24 h; 0 = TNF only, 100 = no-TNF cells; AID 463075, 2010; activation (protection from cell death), % at 10 µM; actives 0.068% (n = 220,000);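 active means activation, meaning protection from cell death, of at least 50% relative to plate controls; inactive means activation below 50%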;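 further: necroptosis triggered by 40 ng/mL TNF-alpha added together with compound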
RBBP9 inh – human RBBP9 inhibitors, primary screen, biochemical, fluorescence polarization, FP-Rh probe, HTS; recombinant RBBP9; Serine hydrolase RBBP9 (Homo sapiens), O75884; inhibition, % at 7.94 µM; actives 0.2% (n = 220,000);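 active means inhibition above the campaign mean of all tested compounds plus 3 SD, cut at about 14% in these data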;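 further: plate controls were DMSO wells with RBBP9 for no effect and wells lacking RBBP9 protein for full effect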
Target sequence (O75884 whole entry, looked up): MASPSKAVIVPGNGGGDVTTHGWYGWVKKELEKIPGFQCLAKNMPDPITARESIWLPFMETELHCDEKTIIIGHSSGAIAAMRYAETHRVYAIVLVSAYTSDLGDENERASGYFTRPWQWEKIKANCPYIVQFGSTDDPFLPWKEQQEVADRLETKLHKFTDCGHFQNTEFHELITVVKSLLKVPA
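Assay system: recombinant human RBBP9; Reagent: Serine-hydrolase probe FP-Rh, 375 nM pre-mixing; Doses: 7.94 µM single dose, 0.794% DMSO; Incubation: 30 min then 45 min, 25 °C; Detection: fluorescence polarization (mP), excitation 525 nm, emission 598 nm; Evaluation: percent inhibition from mP, scaled between DMSO and no-protein wells.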
Ba/F3 V617F tox – reduced viability of JAK2V617F-dependent Ba/F3 cells, primary screen, JAK2V617F inhibitor project, cell-based, Ba/F3 EpoR-JAK2V617F, luminescence; inhibition, % at 5.6 µM; actives 1.1% (n = 220,000); ATP luminescence;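 active means inhibition above the campaign mean plus 3 SD over all tested compounds, cut at about 24% in these data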;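 further: cytokine-independent growth of Ba/F3 cells driven by EpoR plus mutant JAK2; 0% = DMSO-treated cells and 100% = JAK inhibitor I control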
PPC-1+TRAIL kill – compounds killing PPC-1 cancer cells with TRAIL present, primary screen, TRAIL potentiator project, ATPLite luminescence, uHTS; PPC-1 cells + TRAIL, ATPLite viability luminescence; cell killing (% activity), % at 4 µM; actives 0.41% (n = 220,000); AID 1443, 2008;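 active means cell killing above 50% in the first pass at 4 µM, then a duplicate retest at 5 µM averaging 50% or more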;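 further: plate controls were cells with TRAIL plus DMSO for no effect and medium-only wells lacking cells for full effect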
BaF3 parental – parental Ba/F3 cell viability inhibition, counter-screen for JAK2V617F inhibitor project, murine pro-B, CellTiter-Glo luminescence; CellTiter-Glo ATP luminescence; inhibition, % at 5.6 µM; actives 1.1% (n = 220,000); AID 1486, 2009;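 active means inhibition above a per-campaign cutoff, the mean inhibition of all tested compounds plus 3 SD, cut at about 27% in these data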;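 further: 0% = DMSO wells and 100% = JAK Inhibitor I control wells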
CHOP inh – inhibitors of CHOP promoter induction, primary screen, cell-based, unfolded protein response, luciferase reporter; CHO-K1 CHOP-promoter luciferase, tunicamycin-induced, 15-18 h; inhibition, % at 10 µM; actives 3.8% (n = 220,000); AID 2732, 2010;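 active means compounds that reduced the stress-induced luciferase reporter signal by more than about 70% of percent inhibition, limit read from the data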;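 further: 0% = tunicamycin plus vehicle and 100% = wells without tunicamycin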
Wee1 degr inh – Wee1 degradation inhibitors, primary screen, cell-based, HeLa, Wee1K328M-luciferase, luminescence. HeLa Luc-Wee1K328M stability; 100% = proteasome inhibitor MG132 effect. reporter increase, % at 5 µM. actives 1.2% (n = 220,000). AID 1321, 2008;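 active means activation above the mean of all tested compounds plus 3 SD, set per screening run, cut at about 8.8% in these data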;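 further: cells exposed to compound for 20 h before luminescence read; 0% = DMSO alone and 100% = MG132 at 30 µM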
TRPML3 ag – human TRPML3 channel agonists, primary screen, cell-based, HEK293 TRPML3-YFP, Fluo-8 calcium fluorescence, 3 µM. Mucolipin-3 (Homo sapiens), Q8TDD5. 100% = the carbachol control signal. activation, % at 3 µM. actives 0.29% (n = 220,000). AID 1448, 2008;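 active means activation above its plate's cutoff, the mean activation of the plate's test wells plus 3 SD, cut at about 12% in these data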;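 further: 0% = DMSO only wells and 100% = carbachol wells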
Target sequence (Q8TDD5 whole entry, looked up): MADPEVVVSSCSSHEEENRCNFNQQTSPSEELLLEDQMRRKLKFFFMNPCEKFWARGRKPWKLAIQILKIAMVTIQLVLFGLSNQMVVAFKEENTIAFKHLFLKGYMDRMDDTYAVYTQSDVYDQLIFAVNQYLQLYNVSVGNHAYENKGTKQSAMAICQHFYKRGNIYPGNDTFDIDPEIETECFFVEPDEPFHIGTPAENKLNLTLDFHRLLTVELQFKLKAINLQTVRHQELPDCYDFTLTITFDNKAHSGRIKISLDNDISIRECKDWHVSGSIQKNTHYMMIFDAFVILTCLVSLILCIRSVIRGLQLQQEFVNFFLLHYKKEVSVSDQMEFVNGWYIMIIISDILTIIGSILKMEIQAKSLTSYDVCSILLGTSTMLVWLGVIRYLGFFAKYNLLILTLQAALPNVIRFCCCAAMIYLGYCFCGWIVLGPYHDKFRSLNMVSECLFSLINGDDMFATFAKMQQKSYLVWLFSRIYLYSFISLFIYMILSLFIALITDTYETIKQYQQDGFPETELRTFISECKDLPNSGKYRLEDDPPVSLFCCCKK
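Material: TRPML3-YFP stable HEK293 cells | Dosing: One concentration, 3 µM nominal, 0.3% DMSO | Timing: 125 s total fluorescence read per well | Technique: Fluo-8 calcium dye fluorescence, ex 470-495, em 515-575 nm | Measure: Percent activation from peak-to-basal fluorescence ratio, scaled between DMSO and carbachol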
* = called active by the depositor; . = no result given; [ ] = remark or other dose.

SMILES | TRPN1 ag | TNF necrop inh | RBBP9 inh | Ba/F3 V617F tox | PPC-1+TRAIL kill | BaF3 parental | CHOP inh | Wee1 degr inh | TRPML3 ag
COc1ccccc1OCc1ccc(C(=O)N2CCN(C(=O)c3ccco3)CC2)cc1 | 1.4 | -1.2 | 2 | 2 | 1 | 6 | 24 | -2 | 0.7
CC1CCC(C(C)C)C(OC(=O)Cn2nnc3c(cnn3-c3ccccc3)c2=O)C1 (centres undefined) | 1.6 | 0.1 | -7 | -4 | 8 | 0 | 20 | -2 | 0.8
CCCC(C)NC(=O)c1ccc(C2SCC(=O)N2Cc2ccco2)cc1 (centres undefined) | 1.1 | -0.1 | -5 | -2 | 12 | 3 | 1 | 1 | 0.1
CC(=O)Nc1ccc(-c2nnc(SCC(=O)n3c4c(c5ccccc53)CCCC4)n2C)cc1 | -0.6 | -0.3 | 1 | -4 | 6 | 0 | 78* | 0 | 0.8
COCC(=O)N1CCC(n2nnc3cc(C(F)(F)F)ccc32)CC1 | 1.6 | 0.7 | -2 | -2 | 9 | 5 | 31 | 3 | 1.4
COc1cccc(NC(=S)NC2CC3CCCC(C2)N3CC(C)C)c1 (centres undefined) | 0.6 | -1.6 | 0 | 1 | -24 | 5 | -17 | 0 | 0.6
CC(C)C(=O)N1CCN(c2nc(-c3ccccc3)c3c(c2C#N)CC(C)(C)OC3)CC1 | -2.0 | -0.9 | 3 | 11 | 9 | 10 | 27 | 3 | -1.7
O=c1cc(C(F)(F)F)[nH]c2c(C(F)(F)F)cccc12 | 5.0 | 0.6 | -7 | 0 | -2 | 3 | -5 | -1 | 15*
O=C(CSCc1ccc([N+](=O)[O-])cc1)NC1CCCCCC1 | -1.4 | 63* | -5 | 4 | 6 | 4 | 14 | -1 | -0.4
CN(C)C(=O)CN1CCN(Cc2cn(C)nc2-c2ccc3c(c2)OCCO3)CC1 | 2.7 | 0.5 | -1 | -2 | 18 | 6 | 10 | -1 | 1.6
COC(=O)c1ccccc1NC(=O)CCS(=O)(=O)c1ccc(Br)cc1 | -2.2 | -0.8 | -2 | 4 | 5 | 7 | -6 | -2 | -0.2
CC(=O)N(Cc1ccco1)Cc1cc2cccc(C)c2n2nnnc12 | 3.0 | -1.7 | -9 | 2 | 3 | 9 | -8 | 7 | 0.8
COC(=O)c1ccc(NC(=O)CSC2=Nc3ccccc3C3CC=NN23)cc1 (centres undefined) | 0.5 | -8.0 | 10 | -1 | 37 | 0 | -33 | -1 | 0.8
CC(=O)N1CCC(=NNc2nc3ccccc3[nH]2)CC1 | -0.7 | -0.2 | 5 | 3 | 2 | 8 | -17 | 4 | 0.4
CCOC(=O)c1[nH]c2ccc(OCC)cc2c1NC(=O)CN1CCC2(CC1)OCCO2 | 0.4 | -4.0 | 1 | -3 | 8 | 2 | -28 | -1 | -0.6
CCOC(=O)c1c(C)[nH]c(C)c1C(=O)COC(=O)/C=C/c1ccc(Cl)cc1 | 0.0 | 0.2 | -1 | 1 | 18 | 5 | 52 | 0 | 0.1
COc1ccc(OCC(=O)N/N=C/C=C/c2ccccc2)cc1 | -0.2 | 1.1 | -10 | 2 | 39[5 µM] | 8 | 46 | -2 | -0.5
O=C(CSc1cccc[n+]1[O-])Nc1cc(S(=O)(=O)N2CCOCC2)ccc1N1CCOCC1 | 0.4 | 1.3 | -2 | -3 | 9 | 1 | 0 | 2 | 0.6
CC(=O)OC1COC(N2CCc3cc(Br)c([N+](=O)[O-])cc32)C(OC(C)=O)C1OC(C)=O (centres undefined) | -1.0 | 0.0 | 3 | -1 | 26 | 2 | 89* | -1 | -0.6
CCOc1ccc(/C=C/C2=CC(C)(C)NC(=S)N2)cc1 | -2.5 | -11 | -8 | 7 | -6 | -3 | -12 | -2 | -0.2
C=CCOc1c2ccc(C(=O)NCc3ccc(C)cc3)cc2nn1C | -0.6 | -2.3 | -14 | 0 | 11 | 4 | -5 | -4 | 0.1
COc1ccccc1Nc1nc(N)nc(CSC(=S)N2CCN(c3ccccc3)CC2)n1 | 2.2 | -3.7 | 0 | 3 | -3 | 10 | 51 | 1 | 1.1
Cc1nn(-c2ccccc2)nc1C(=O)Oc1cc(C(F)(F)F)nn1-c1ccccc1 | -0.1 | -0.4 | -11 | 3 | 8 | 1 | 6 | 1 | 0.6
CC1(c2ccccc2)CC2CC(c3ccccc3)N1O2 (centres undefined) | -2.3 | 1.5 | -3 | -2 | 6 | 2 | 41 | -2 | -0.6
CC1=C(C(=O)Nc2ccccn2)C(c2ccc(Cl)cc2)NC(=S)N1 (centres undefined) | 0.5 | 0.2 | -7 | 1 | 1 | 3 | -1 | 9.9* | 0.3
Cc1ccc(S(=O)(=O)N2CCC(C(=O)NNC(=O)c3cccnc3)CC2)cc1 | 0.9 | 1.1 | -2 | -1 | 14 | 5 | 20 | -2 | -0.2
CCC1CCC(C(=O)NC(C(=O)Nc2ccc3c(c2)OCCO3)C(C)C)CC1 (centres undefined) | 1.1 | -2.9 | -7 | -1 | 1 | 4 | 83* | -1 | 0.4
C=CCn1c(SCC(=O)/C(C#N)=C(\C)N)nc2sc(C)c(C)c2c1=O | -0.5 | -0.4 | -2 | -3 | 10 | -3 | 11 | 4 | -0.3
Cc1ccccc1Nc1nc(NCc2ccco2)c2ccccc2n1 | 1.4 | -3.4 | -1 | 8 | 29 | 7 | 19 | -1 | -0.2
C/C=C/c1ccc(OCCCNC)c(OC)c1 | 0.6 | 2.7 | -1 | 2 | 0 | 1 | 18 | -2 | 1.1
Cn1cc(CNC(=O)COc2ccc(Cl)cc2Cl)cn1 | -0.1 | -0.7 | -1 | -2 | 16 | 1 | 55 | -4 | -0.1
Cc1c(N=c2scc(-c3ccccc3)n2CCO)c(=O)n(-c2ccccc2)n1C | -1.8 | -0.5 | -11 | 4 | 8 | 1 | 31 | 6 | 1.0
CCc1c(C)nc(Nc2nc(C)c3ccc(OC)cc3n2)[nH]c1=O | -0.4 | -3.0 | 1 | -4 | -7 | 2 | 0 | 6 | 1.6
O=C(CCNC(=O)c1ccccc1Cl)Nc1ccc(Br)c(C(F)(F)F)c1 | 1.0 | 1.6 | -4 | -6 | 14 | 3 | 33 | 3 | 0.8
Cc1noc(C)c1CSc1nc2[nH]ncc2c(=O)n1-c1ccccc1 | 0.7 | -12 | -9 | 70* | 20 | 73* | . | 0 | -0.3
Cn1c(SCCOc2cccc(Cl)c2)nnc1-c1ccncc1 | 2.2 | -0.7 | -4 | -1 | 14 | 5 | -22 | 1 | 0.3
COc1ccc(Br)cc1-c1nc(CCl)cs1 | -1.7 | -9.9 | 0 | -3 | 7 | 3 | -13 | -2 | 0.0
COc1ccc(-n2c(SCC(=O)N3CCCCC3C)nnc2-c2cccnc2)cc1 (centres undefined) | 0.8 | -0.4 | -3 | -1 | 13 | 0 | -9 | 0 | 0.4
Cc1cc(C)cc(NC(=O)c2cnn(-c3ccccc3)c2C2CCNCC2)c1 | -0.1 | 1.3 | -1 | -5 | -6 | 3 | -33 | 0 | 0.1
O=C(CS(=O)(=O)Cc1ccccc1)Nc1cccnc1 | 0.6 | 0.5 | -7 | -2 | 2 | 0 | -1 | 1 | 0.3
COC(=O)C1C(=O)C2=C(CC1C)Nc1ccccc1NC2c1cccs1 (centres undefined) | -0.1 | -0.8 | 1 | 2 | -4 | 6 | -1 | 1 | 0.5
CC(=O)Nc1ccc(NC(=O)Nc2cccc(C)c2C)cc1 | -0.5 | 0.2 | 5 | 3 | 1 | 5 | 8 | -2 | 0.2
Cc1cccc(N2CC(O)(c3cccs3)[N+]3=C2CCCCC3)c1 (centres undefined) | -2.6 | -0.1 | -9 | 30* | 17 | 52* | -9 | 0 | -0.2
CCCCN=C1NN=C(c2ccc(C)c(C)c2)CS1 | -0.3 | 5.5 | -9 | 2 | 16 | 3 | 4 | 0 | 0.3
COC(=O)N/N=C/c1ccc(OC(=O)c2ccco2)c(OC)c1 | 0.6 | 6.3 | -3 | -7 | -9 | 3 | 4 | -2 | 0.2
Cc1ccc(NC(=O)COC(=O)Cn2c(C)csc2=O)cc1 | 2.5 | -0.4 | 0 | -1 | -6 | 2 | 4 | 0 | 0.3
COC(=O)C1=C(NC(=O)C(C)(C)C)CCS1 | -1.8 | -1.4 | -4 | -3 | -4 | 0 | 6 | 0 | 0.7
CCc1ccc(-c2cc(C(=O)N3N=C(C(F)F)CC3(O)C(F)F)c3ccccc3n2)cc1 (centres undefined) | 3.6 | -1.9 | -6 | 1 | 39 | 4 | 110* | 1 | 1.2
CCCCN(C)C(=O)c1nc2ccccn2c1CN1CCSCC1 | -0.7 | 0.0 | -2 | -3 | 7 | 1 | 19 | 0 | 1.1
O=C(CCc1ccccc1)N1CCN(c2ccc([N+](=O)[O-])cc2)CC1 | 2.3 | -0.7 | -8 | -3 | 11 | 7 | 49 | -1 | 1.8
CC(=O)[C@@H]1[C@@H](C(=O)c2ccc(F)cc2)[C@]2(C(=O)Nc3ccccc32)[C@H]2C=Cc3cc(F)ccc3N12 | -0.4 | -3.0 | -3 | -3 | 1 | 1 | 45 | 2 | 0.1
CC(=O)N1CCc2ccc(NC(=O)c3c(-c4c(Cl)cccc4Cl)noc3C)cc21 | 4.1 | -7.3 | 2 | 4 | -6 | -2 | 8 | 3 | 1.4

Part of the list above in another layout.
Compound: CCc1ccc(-c2cc(C(=O)N3N=C(C(F)F)CC3(O)C(F)F)c3ccccc3n2)cc1 (centres undefined)
  TRPN1 ag = 3.6
  TNF necrop inh = -1.9
  RBBP9 inh = -6
  Ba/F3 V617F tox = 1
  PPC-1+TRAIL kill = 39
  BaF3 parental = 4
  CHOP inh = 110*
  Wee1 degr inh = 1
  TRPML3 ag = 1.2

Compound: CCCCN(C)C(=O)c1nc2ccccn2c1CN1CCSCC1
  TRPN1 ag = -0.7
  TNF necrop inh = 0.0
  RBBP9 inh = -2
  Ba/F3 V617F tox = -3
  PPC-1+TRAIL kill = 7
  BaF3 parental = 1
  CHOP inh = 19
  Wee1 degr inh = 0
  TRPML3 ag = 1.1

Compound: O=C(CCc1ccccc1)N1CCN(c2ccc([N+](=O)[O-])cc2)CC1
  TRPN1 ag = 2.3
  TNF necrop inh = -0.7
  RBBP9 inh = -8
  Ba/F3 V617F tox = -3
  PPC-1+TRAIL kill = 11
  BaF3 parental = 7
  CHOP inh = 49
  Wee1 degr inh = -1
  TRPML3 ag = 1.8
